Source: PubChem
STAT1 inh: inhibitors of IFN-gamma induced STAT1 signaling; NIH 3T3 STAT1-luciferase reporter, luminescence; inhibition, % at 5.5 µM; 200,000 tested, 0.35% active;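 active = inhibition above a set limit, the mean inhibition across all tested compounds plus 3 SD, cut at about 34% in these data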;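 note: 0% = IFN-gamma with DMSO and 100% = IFN-gamma with 300 µM nifuroxazide; values of inactives mirror those of a sister screen read the other way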
FLuc inhib CS: Photinus pyralis luciferase inhibition counter-screen; ATPLite firefly luciferase biochemical luminescence, 10 min; 200,000 tested, 1.5% active; inhibition, % at 10 µM; AID 1006; P08659;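 active = inhibition above about 50% when tested at 10 µM, limit read from the data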
Target sequence (P08659 whole entry, looked up): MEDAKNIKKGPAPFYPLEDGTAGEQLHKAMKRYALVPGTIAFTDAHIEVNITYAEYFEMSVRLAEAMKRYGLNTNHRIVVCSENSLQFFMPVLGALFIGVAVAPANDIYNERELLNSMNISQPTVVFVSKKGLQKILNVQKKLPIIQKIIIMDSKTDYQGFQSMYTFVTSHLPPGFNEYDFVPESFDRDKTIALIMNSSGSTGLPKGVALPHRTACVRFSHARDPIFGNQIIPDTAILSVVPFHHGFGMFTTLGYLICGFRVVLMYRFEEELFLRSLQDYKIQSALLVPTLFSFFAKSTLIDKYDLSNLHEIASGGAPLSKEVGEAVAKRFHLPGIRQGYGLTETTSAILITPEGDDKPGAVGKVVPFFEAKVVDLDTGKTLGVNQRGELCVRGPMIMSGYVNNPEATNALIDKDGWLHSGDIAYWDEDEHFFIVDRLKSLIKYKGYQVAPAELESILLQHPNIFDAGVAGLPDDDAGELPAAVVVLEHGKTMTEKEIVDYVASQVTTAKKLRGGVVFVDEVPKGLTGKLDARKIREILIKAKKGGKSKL
STAT3 blocker: inhibitors of IL-6 induced STAT3 signaling; U3A cells, IL-6 STAT3-luciferase reporter, luminescence; host cell line lacks STAT1; inhibition, % at 5.5 µM; 190,000 tested, 0.89% active; AID 862;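 active = inhibition above the mean inhibition across all screened compounds plus 3 SD, cut at about 44% in these data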;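 note: 0% = DMSO only wells and 100% = 100 µM nifuroxazide control wells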
NF-kB expr up: compounds increasing NF-kB expression in human neuronal cells; NF-kB reporter expression; stronger effect = higher value; fold change at 12.5 µM; 190,000 tested, 1.6% active; AID 1239; in the data active = fold change above about 3.3
RAM network inh: inhibitors of the yeast RAM network; S. cerevisiae dse1pr::URA3 reporter, 5-FOA growth OD615, 2 d; analog-sensitive cbk1-as2 kinase mutant strain; inhibition, % at 50 µM; 190,000 tested, 1.8% active;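 active = inhibition above a set limit, 3 SD over mean compound inhibition, cut at about 8.4% in these data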;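 note: 0% = DMSO-only wells with no growth and 100% = 10 µM 1-NA-PP1 full growth; inhibition rescues growth on 5-FOA so higher OD means more RAM inhibition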
APP 5UTR inh: APP translation inhibition; SH-SY5Y APP 5'UTR-luciferase reporter, luminescence; 190,000 tested, 0.82% active; inhibition, % at 2 µM;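 active = inhibition above a set limit, derived from the sample mean plus 3 SD, cut at about 45% in these data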; note: values of inactives mirror those of a sister screen read the other way
STAT1 activator: increases IFN-gamma driven STAT1 reporter signal; NIH 3T3 STAT1-luciferase reporter, luminescence; 100% = IFN-gamma alone, no compound; activation (% of control), % at 5.5 µM; 200,000 tested, 2.6% active;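 active = activation above the screen-wide mean activation plus 3 SD, cut at about 130% in these data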;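 note: raw ratio to IFN-gamma control signal so 100% means no change and 0% no light; values of inactives mirror those of a sister screen read the other way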
APP 5'UTR act: activates APP 5'UTR luciferase reporter | SH-SY5Y APP 5'UTR luciferase reporter, luminescence; zero percent = DMSO vehicle wells | 190,000 tested, 1% active | AID 1276 | activation, % at 2 µM;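 active = activation above a set limit, based on mean plus 3 SD of controls, cut at about 140% in these data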; note: values of inactives mirror those of a sister screen read the other way
STAT3 act: activators of IL-6 induced STAT3 signaling | U3A cells, IL-6 STAT3-luciferase reporter, luminescence; 100% = signal with IL-6 EC80 alone | activation (% of control), % at 5.6 µM | 190,000 tested, 0.91% active | AID 871;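 active = activation above the screen-wide mean of compound activation plus 3 SD, cut at about 130% in these data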;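 note: 0% = background luminescence of wells with medium and substrate only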
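Test system: STAT3-luciferase reporter U3A cells; Detection: reporter luminescence signal; Times: 1 h compound pre-exposure, 6 h IL-6 stimulation, 37 °C; Benchmarks: IL-6-only high control; Also added: IL-6 stimulus at 33 ng/mL final.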
Hsp70 activator: switches on Hsp70 transcription | HeLa Hsp70 promoter luciferase reporter, luminescence; scaled: vehicle 0, proteasome-inhibitor control 100% | activation, % at 10 µM | 200,000 tested, 0.04% active;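 active = activation above the mean across all tested compounds plus 3 SD, cutoff set per campaign, cut at about 5.5% in these data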;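 note: 100% = MG132 at 30 µM as the positive control and 0% = DMSO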
Starred values were filed as active, the others as inactive; . = not tested or not shown.

SMILES	STAT1 inh	FLuc inhib CS	STAT3 blocker	NF-kB expr up	RAM network inh	APP 5UTR inh	STAT1 activator	APP 5'UTR act	STAT3 act	Hsp70 activator
CC(=O)Oc1ccc(C(=O)Nc2ccccc2C(=O)N2CCCCC2)cc1	-3	-7	2	1.1	0.5	-7	102	7	102	0.3
Cc1onc(-c2ccccc2Cl)c1C(=O)NCc1ccccn1	3	-6	10	1.2	1.5	0	97	0	94	0.0
CC(C)NS(=O)(=O)c1ccc(OCC(=O)N2CCN(c3ccccc3)CC2)cc1	6	-8	-1	0.95	0.5	-12	95	12	103	-0.5
COc1nccnc1NS(=O)(=O)c1ccc(NC(=S)NC(=O)c2ccc(F)c(F)c2)cc1	6	-6	1	0.99	3.4	7	95	-7	101	-0.2
CCC1CCCCN1C(=O)c1cccc(S(=O)(=O)Nc2cc(C(F)(F)F)ccc2Cl)c1 (stereo unspecified)	-1	-5	-2	1.1	5.5	-4	100	4	99	-0.4
CC(=O)c1sc(NC(=O)c2cc(-c3ccccc3)nn2-c2ccccc2)nc1C	1	-6	-5	0.88	4.4	8	100	-8	102	0.0
O=C(CCCN=C1NS(=O)(=O)c2ccccc21)OCc1cc([N+](=O)[O-])cc2c1OCOC2	11	-9	-5	1.2	-0.8	-22	90	22	104	0.0
Cc1ccc(Nc2nc3c([nH]2)c(=O)n(C)c(=O)n3C)cc1	15	2	8	0.8	-1.2	5	86	-5	96	-0.3
Cc1ccc(NC(=O)c2ccccc2NC(=O)CCC(=O)O)cc1	-16	4	-3	1.4	0.5	10	115	-10	101	0.1
CCOCCCNC(=O)C(c1ccc(Cl)cc1)N(Cc1ccc2c(c1)OCO2)C(=O)CNC(C)=O (stereo unspecified)	-9	-6	5	1.1	0.1	-17	107	17	102	-0.2
CCOC(=O)c1ccc(NC(=O)c2cccc(C)c2[N+](=O)[O-])cc1	-9	3	16	1.1	2.2	2	107	-2	90	-0.1
Cc1ccc(C(=O)Nc2c(C#N)c(C)c(C)n2Cc2ccccc2)cc1	8	-4	-9	1	4.4	0	92	0	112	-0.3
CN(Cc1ccccn1)Cc1nc(Cc2ccccc2Cl)no1	-5	-10	2	1.1	0.8	1	103	-1	101	-0.2
Cn1c(=O)c2c(nc(NCCOc3ccc(C(C)(C)C)cc3)n2C)n(C)c1=O	-2	-6	10	0.98	6.4	19	102	-19	95	-0.2
COc1nnc(-c2ccc(N3CCOCC3)c(NC(=O)c3ccco3)c2)c2ccccc12	5	-5	2	0.97	0.8	-2	93	2	100	-0.1
O=C(O)[C@@H](c1ccccc1)N1Cc2ccccc2C1=O	-3	-6	2	1.1	1.3	15	102	-15	102	0.2
Cc1ccc(NC(=S)NNC(=O)c2cn(C)nc2C)cc1	1	-3	8	1.1	1.0	-8	99	8	101	-0.3
O=C1NC(=O)/C(=C\c2ccc(Cl)nc2)S1	-24	23	-13	1.7	-0.1	-24	122	24	116	-0.3
O=C(OCc1csc(-c2ccccc2)n1)c1ccccc1O	-25	10	-11	2.5	0.6	-27	119	27	113	-0.3
COc1cccc(CN2CCNC(=O)C2CC(=O)N(C)CCc2ccccn2)c1OC (stereo unspecified)	1	-6	5	1.4	0.9	3	97	-3	99	-0.1
CC(=O)c1ccc(N2CCN(C(=O)c3cc4c(s3)CCCC4)CC2)cc1	-10	10	-3	1.7	3.5	-3	106	3	107	-0.5
CC(=O)N1N=C(c2ccco2)CC1c1ccc(C)cc1 (stereo unspecified)	8	-7	8	1.1	1.1	16	93	-16	94	0.1
CCCCn1nc(NC(=O)c2cccs2)c2cc3ccccc3nc21	1	-2	26	0.75	1.5	-11	99	11	83	0.0
O=C1CCCN1CCCNS(=O)(=O)c1ccc(Br)cc1	-8	-6	2	1	0.3	-31	108	31	104	-0.1
OC1C2CN3CCN(C2)CC1(Cc1ccccc1)C3 (stereo unspecified)	0	-4	-1	1.5	1.8	-11	102	11	103	-0.3
C=CCn1c(CCNC(=O)c2ccccc2F)nnc1SCc1nc2ccccc2c(=O)[nH]1	8	-8	10	0.97	0.6	-3	93	3	94	-0.3
COC(=O)C1=CN(C)C=C(C(=O)OC)C1c1ccsc1	-2	-10	14	0.92	1.3	-10	102	10	93	-0.1
COC(=O)c1ccccc1NC(=O)N1CCN(c2ccccc2F)CC1	-2	2	13	.	0.4	7	100	-7	93	-0.1
Cc1cnc(Sc2ncccc2[N+](=O)[O-])nc1	-10	.	-32	1	2.7	-13	109	13	128	0.0
O=C(Nc1sc2c(c1C(=O)O)CCCC2)c1cccs1	-24	38	-5	2	0.1	-68	122	68	107	0.5

Three compounds from above, ordered by SMILES length, high to low:
SMILES	STAT1 inh	FLuc inhib CS	STAT3 blocker	NF-kB expr up	RAM network inh	APP 5UTR inh	STAT1 activator	APP 5'UTR act	STAT3 act	Hsp70 activator
CCOC(=O)c1ccc(NC(=O)c2cccc(C)c2[N+](=O)[O-])cc1	-9	3	16	1.1	2.2	2	107	-2	90	-0.1
Cc1ccc(NC(=O)c2ccccc2NC(=O)CCC(=O)O)cc1	-16	4	-3	1.4	0.5	10	115	-10	101	0.1
O=C1CCCN1CCCNS(=O)(=O)c1ccc(Br)cc1	-8	-6	2	1	0.3	-31	108	31	104	-0.1

Next records follow:
SMILES	STAT1 inh	FLuc inhib CS	STAT3 blocker	NF-kB expr up	RAM network inh	APP 5UTR inh	STAT1 activator	APP 5'UTR act	STAT3 act	Hsp70 activator
Cc1onc(-c2ccccc2)c1C(=O)NC(C)C1CCCO1 (stereo unspecified)	-9	-7	0	1.2	2.6	-8	108	8	101	-0.4
COCc1nnc(NC(=O)c2ccc(S(=O)(=O)N(C)C3CCCCC3)cc2)o1	-2	-3	5	0.9	-0.6	-12	102	12	102	-0.4
COC(=O)CC(NS(=O)(=O)c1cccs1)c1ccccc1Cl (stereo unspecified)	3	2	3	1.1	3.3	-12	97	12	100	0.1
CC1=NNC(=O)/C1=C\c1cn(-c2ccccc2)nc1-c1cccs1	-11	-9	-9	1.5	2.5	28	110	-28	106	-0.1
COc1ccc(C(NC(=O)C(C)(C)C)NC(=O)C(C)(C)C)cc1	2	-4	10	1.2	-1.5	-5	98	5	94	-0.3
COc1ccc(NC(=S)Nc2cnc3ccccc3c2)c(OC)c1	-9	27	14	0.87	0.4	-33	108	33	96	0.0
COC(=O)c1c(N)n(CCCN2CCOCC2)c2nc3ccccc3nc12	-1	-7	2	0.7	1.8	-2	101	2	102	-0.1
CSc1nncc(-c2ccc(F)cc2)n1	-2	6	19	1.3	2.1	-16	102	16	91	-0.4
CCCOC(=O)CCCCC1SCC(NC(=O)OC)C1NC(=O)OC (stereo unspecified)	-5	-9	2	1.2	2.2	8	106	-9	104	-0.4
CCc1[nH]nc(C(=O)N2CCCC(CNS(=O)(=O)c3cccs3)C2)c1C (stereo unspecified)	0	-5	6	1.3	1.4	-3	98	3	100	0.0
CCc1nnc(N2C(=N)SCC2=O)s1	1	-7	8	1.1	1.3	-6	97	6	96	-0.3
N#CCc1c(C#N)c(N)nc(N2CCN(S(=O)(=O)c3ccccc3)CC2)c1C#N	-3	0	-2	0.91	2.4	10	103	-10	102	-0.2
c1ccc(Oc2cccc(OCCn3cncn3)c2)cc1	6	2	1	0.96	3.4	-8	95	8	102	-0.3
CC(C)(C)C(=O)Nc1cc(C(F)(F)F)ccc1N1CCOCC1	-2	4	-9	1.1	1.1	-16	101	16	109	-0.2
CC1=NNC(=O)C1CC(=O)N/N=C(/C)c1cccc([N+](=O)[O-])c1 (stereo unspecified)	-7	-3	3	1.1	2.1	-10	106	10	99	0.2
O=c1c2cc3c(=O)n(-c4ccccc4O)c(=O)c3cc2c(=O)n1-c1ccccc1O	11	-4	6	1.4	6.7	23	90	-23	100	-0.1
COc1ccc(Nc2nc(C)c3ccccc3n2)cc1	-37	23	5	3	0.4	-98	134*	98	100	0.3
Cc1cc2c(N=NC(=O)CCc3ccccc3)c(O)[nH]c2cc1Br	3	-11	-7	1.4	2.1	9	97	-9	103	0.2
COc1ccc(-c2cc(C(F)(F)F)c3c(n2)sc2c(O)cc(=O)[nH]c23)c(OC)c1	1	-4	-5	0.76	1.5	9	99	-9	102	-0.5
COc1cc2cc(C#N)c(SCC(=O)N3CCOCC3)nc2cc1OC	4	-4	1	0.81	6.8	-20	97	20	102	0.8

In a second layout: four of the compounds above.
| canonical_smiles | STAT1 inh | FLuc inhib CS | STAT3 blocker | NF-kB expr up | RAM network inh | APP 5UTR inh | STAT1 activator | APP 5'UTR act | STAT3 act | Hsp70 activator |
| --- | --- | --- | --- | --- | --- | --- | --- | --- | --- | --- |
| O=c1c2cc3c(=O)n(-c4ccccc4O)c(=O)c3cc2c(=O)n1-c1ccccc1O | 11 | -4 | 6 | 1.4 | 6.7 | 23 | 90 | -23 | 100 | -0.1 |
| COc1ccc(Nc2nc(C)c3ccccc3n2)cc1 | -37 | 23 | 5 | 3 | 0.4 | -98 | 134* | 98 | 100 | 0.3 |
| Cc1cc2c(N=NC(=O)CCc3ccccc3)c(O)[nH]c2cc1Br | 3 | -11 | -7 | 1.4 | 2.1 | 9 | 97 | -9 | 103 | 0.2 |
| COc1ccc(-c2cc(C(F)(F)F)c3c(n2)sc2c(O)cc(=O)[nH]c23)c(OC)c1 | 1 | -4 | -5 | 0.76 | 1.5 | 9 | 99 | -9 | 102 | -0.5 |

(list continues)
SMILES	STAT1 inh	FLuc inhib CS	STAT3 blocker	NF-kB expr up	RAM network inh	APP 5UTR inh	STAT1 activator	APP 5'UTR act	STAT3 act	Hsp70 activator
Clc1ccc(-c2csc(N3CCOCC3)n2)cc1	-63	22	9	4.9*	1.0	-118	160*	118	93	-0.1
CC1SC(c2ccc(Cl)cc2Cl)NC1=O (stereo unspecified)	-5	-10	-5	0.88	1.0	-13	105	13	105	0.1
CC(=O)c1cc(C#N)c(SCC(=O)O)nc1C	0	-3	-2	1.2	1.1	-9	100	9	102	-0.2
C=CCn1nnnc1SCC(=O)Nc1ccccc1C(=O)OC	-2	-4	6	0.88	0.5	4	101	-4	101	0.7
COc1ccc(CCNC(=O)c2nnn(-c3cc(C)cc(C)c3)c2N)cc1OC	1	-4	-5	0.68	4.7	-11	99	11	107	-0.4
COC(=O)C1C(=O)CC(C)(O)C(C(=O)OC)C1c1ccccc1F (stereo unspecified)	3	-9	0	1.1	1.2	-6	108	6	103	0.0
COc1ccc(NC(=O)c2cc(OC)c(OC)c(OC)c2)cn1	0	2	1	0.96	1.2	-42	100	42	102	-0.1
CCOC(=O)C1CCN(C(=O)CN(c2ccc3c(c2)OCCO3)S(C)(=O)=O)CC1	-4	-6	-6	1	3.0	.	106	.	105	-0.3
COC(=O)C(NC(=O)c1ccccc1C)(Nc1ncc(S(=O)(=O)c2ccc([N+](=O)[O-])cc2)s1)C(F)(F)F (stereo unspecified)	-10	-2	4	0.71	2.9	-2	109	2	101	-0.1
